Nrf2 ARE act – activates Nrf2 signaling; AREc32 ARE-luciferase reporter (MCF7-derived line), luminescence, 24 h; Potency, µM (top dose mostly 46.1 µM), for the others: at the top dose activation, usual class: activators; 410,000 compounds, 0.31% hits; AID 624171; note: potency is the fitted concentration of half-maximal effect; % of control where 0% means no effect; nearly all actives have a fitted effect of over 65% in size
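AREc32_Fluc, 1000 cells/well, OPTI-MEM + 5% FBS, o/n 37 deg C 5% CO2; 23 nL cpd by pin tool, 24 hr; Steady-Glo 30 min RT, luminescence.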
CCT chaperon mod – modulators of cytosolic chaperonin (CCT/TRiC) activity; purified chaperonin ATPase assay, HTRF ADP detection, 30 min; activity change, % (test concentration not listed), hits read low; 360,000 compounds, 0.3% hits; AID 651819; in the data active = activity change below about -30%; note: % is set by controls: 0 for no effect and ±100 for the full control effect
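We incubate TRiC, 40 or 20 nM final, with library compounds at 76 uM and 10 uM ATP for 30 min at 37 °C. ADP formed is detected with Transcreener HTRF reagents after 30 min at room temperature.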
Akt phos inh – Akt phosphorylation inhibition | Neuro2A IGF-stimulated pAkt S473 HTRF, 20 min; active compounds read low | activity change, % for hits at 50 µM | 360,000 compounds, 0.32% hits | AID 651550; in the data active = activity change below about -80%; inconclusive = mostly about -51% to -80%; note: % is set by controls: 0 for no effect and ±100 for the full control effect
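Single-point screen (50 µM final compound) in Neuro2A cells stimulated 20 min with 6 nM IGF at 37 deg C. After lysis, Ser473-phosphorylated Akt read by HTRF (ex 330 nm, em 615/665 nm) as the 665/615 ratio.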
Mm-Cpn inhibitor – blocks the Methanococcus maripaludis chaperonin Mm-Cpn. purified Mm-Cpn ATPase, ADP Transcreener TR-FRET. AID 504842. Potency, µM (top dose mostly 76.9 µM), for the others: top-dose activity, negative = inhibition, actives largely listed as inhibitors. 330,000 compounds, 0.031% hits; note: potency is the fitted concentration of half-maximal effect; % is set by controls: 0 for no effect and ±100 for the full control effect; nearly all actives have a fitted effect of over 80% in size
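Measured: ADP formation by purified Mm-CPN. Conditions: 25 nM protein, 10 uM ATP, Tris pH 7.4 with Mg2+, K+ and DTT, 37°C for 30 min. Detection: Transcreener HTRF after 30 min at room temperature.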
EPAC2 antag – antagonists of human EPAC2 | EPAC2 GEF exchange of Rap1B-BODIPY-GDP, fluorescence | Potency, µM (doses to about 114 µM), without a hit: at the top dose activity, negative = inhibition, most hits filed as inhibitors | 360,000 compounds, 0.18% hits | AID 720708; note: potency is the fitted concentration of half-maximal effect; % is set by controls: 0 for no effect and ±100 for the full control effect; nearly all actives have a fitted effect of over 45% in size; many of its hits are not listed in these tables
Target sequence (Q8WZA2 whole entry, looked up): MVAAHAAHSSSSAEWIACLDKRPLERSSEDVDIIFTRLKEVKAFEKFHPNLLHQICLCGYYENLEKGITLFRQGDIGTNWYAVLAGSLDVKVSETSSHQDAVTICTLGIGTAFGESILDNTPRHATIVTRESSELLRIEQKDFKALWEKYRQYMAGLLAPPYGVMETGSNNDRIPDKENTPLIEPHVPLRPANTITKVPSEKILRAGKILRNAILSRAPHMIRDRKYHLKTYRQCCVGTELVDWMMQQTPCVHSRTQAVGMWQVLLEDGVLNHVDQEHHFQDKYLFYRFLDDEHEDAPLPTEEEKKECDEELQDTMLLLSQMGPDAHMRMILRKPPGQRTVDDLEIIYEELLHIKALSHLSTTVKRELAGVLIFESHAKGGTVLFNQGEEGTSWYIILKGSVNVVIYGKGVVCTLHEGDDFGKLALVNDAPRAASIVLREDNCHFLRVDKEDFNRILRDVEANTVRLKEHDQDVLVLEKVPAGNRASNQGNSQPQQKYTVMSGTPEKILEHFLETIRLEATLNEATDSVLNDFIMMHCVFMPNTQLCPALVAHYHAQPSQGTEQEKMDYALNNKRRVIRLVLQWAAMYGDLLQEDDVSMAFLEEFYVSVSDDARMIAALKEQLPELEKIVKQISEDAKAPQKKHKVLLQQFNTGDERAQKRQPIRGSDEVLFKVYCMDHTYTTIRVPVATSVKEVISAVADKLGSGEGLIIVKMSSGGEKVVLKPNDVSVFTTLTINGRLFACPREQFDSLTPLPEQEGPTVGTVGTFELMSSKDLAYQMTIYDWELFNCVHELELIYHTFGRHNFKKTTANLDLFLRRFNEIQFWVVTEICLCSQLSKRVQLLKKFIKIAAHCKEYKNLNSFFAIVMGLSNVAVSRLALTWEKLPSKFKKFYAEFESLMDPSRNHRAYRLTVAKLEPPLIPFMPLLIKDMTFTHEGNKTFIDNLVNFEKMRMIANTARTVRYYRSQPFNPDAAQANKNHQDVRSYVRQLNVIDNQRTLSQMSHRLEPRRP
Nrf2 inh – inhibitors of Nrf2 signaling; A549 ARE-Fluc reporter, luciferase luminescence, 18-24 h; Potency, µM (titrated, usually from 46 µM), for the others: at the top dose activity change, negative = inhibition, usual class: inhibitors; 360,000 compounds, 2.1% hits; AID 504444; note: potency is the fitted concentration of half-maximal effect; % is set by controls: 0 for no effect and ±100 for the full control effect; nearly all actives have a fitted effect of over 60% in size
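A549 ARE_Fluc cells (5000/well, 5% FBS OPTI-MEM) pre-incubated 2 h, then treated with compounds 18-24 h at 37C/5% CO2 in concentration-response. CellTiter-Fluor viability read first; BugLite luciferase luminescence after 15 min at room temperature gives Nrf2 activity.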
TGFb SMAD3 inh – inhibitors of TGF-b signaling | AID 588855 | 410,000 compounds, 1.2% hits | HepG2 CAGA-GFP TGF-b/SMAD3 reporter, GFP fluorescence, 18 h; TGF-beta stimulated, 500 pg/mL final | Potency, µM (doses to about 46.1 µM), inactives show top-dose activity, negative = inhibition, usual class: inhibitors; note: potency is the fitted concentration of half-maximal effect; % is set by controls: 0 for no effect and ±100 for the full control effect; nearly all actives have a fitted effect of over 65% in size
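Cell-based qHTS in HEPG2 carrying a CAGA-GFP Smad reporter; compounds added before 500 pg/mL final TGF-beta, 18 h incubation at 37 degrees C, GFP fluorescence quantified per cell by imaging cytometry.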
EPAC2 ag – activates human EPAC2 exchange factor; Q8WZA2; EPAC2 activation, biochemical qHTS; response scale: 100% = 6.5 mM cAMP response; Potency, µM (series often up to 154 µM), for the others: at the top dose activation, actives largely listed as activators; 360,000 compounds, 0.079% hits; AID 720711; note: potency is the fitted concentration of half-maximal effect; nearly all actives have a fitted effect of over 50% in size
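Compounds were added across a concentration range to EPAC2 (100 nM), RAP1B-BODIPY-GDP (250 nM) and GDP (50 uM). After 5 min at room temperature, fluorescence was recorded at 5-min intervals for 30 min.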
A549 tox – kills or reduces viability of A549 cells in Nrf2 counter-screen; A549 ARE-Fluc cells, CellTiter-Fluor viability, 18-24 h; Potency, µM (doses to about 46 µM), for the others: at the highest dose activity change, negative = cytotoxicity, hits mostly inhibitors; 390,000 compounds, 0.16% hits; AID 504648; note: potency is the fitted concentration of half-maximal effect; % is set by controls: 0 for no effect and ±100 for the full control effect
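A549 ARE_Fluc cells in 5% FBS OPTI-MEM were exposed to compounds in concentration-response for 18-24 h at 37 deg C. Viability was read by CellTiter-Fluor fluorescence (Ex 405/Em 525) after 30 min, before the luciferase read.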
An asterisk follows results filed as active; i = inactive; ? = inconclusive; . = no result given; & = joins results of further samples; [ ] = another dose, or the depositor's remark. Unless noted, calls come from the whole dose curve; as a rule, active = well fitted curve in the direction sought with a large enough effect; inconclusive = small, poorly fitted or top-dose-only effect, or another doubt; inactive = no such curve, though single readings can be large; an effect the other way counts as inactive or inconclusive.

cpd	molecule	Nrf2 ARE act	CCT chaperon mod	Akt phos inh	Mm-Cpn inhibitor	EPAC2 antag
1	CCOC(=O)C1CCCN(CC(=O)c2ccc(F)cc2)C1 (configuration not stated)	0.3%	-3.4	i	-3%	5%
2	CC1(C(=O)NS(=O)(=O)c2ccccc2)CCN1C(=O)Cc1cccs1 (configuration not stated)	-0.1%[9.22 µM]	-2.4	i	.	1%
3	CSc1nc2ccc3nc(NC(=O)c4ccc(Cl)s4)sc3c2s1	3.9%	-2.0	i	1%	-4%
4	Cc1ccc(NC(=O)C2COc3ccccc3O2)cc1S(=O)(=O)N1CCCCC1 (configuration not stated)	0.4%	-1.3	i	1%	10%
5	O=C1CC(c2ccc3c(c2)OCCO3)Oc2ccccc21 (configuration not stated)	2.7%	0.7	i	0%	-9%
6	Cc1cc(C)nc(Nc2n[nH]c(COc3cccc4ccccc34)n2)n1	0.9%	-2.1	i	-2%	4%
7	Cc1cc(CNC(=O)C(C)n2nc(C)c([N+](=O)[O-])c2C)c2ccccc2n1 (configuration not stated)	-0.1%	-0.2	i	0%	-3%
8	Cc1cc([N+](=O)[O-])ccc1NC(=O)C1CCCO1 (configuration not stated)	0.0%[9.22 µM]	-0.1	i	4%	8%
9	CCc1nc2ccc(C(=O)NCc3ccc(OC)cc3)cn2c1N(CC)Cc1cccc(Br)c1	-0.8%	-0.4	.	.	-16%
10	CNC(=O)NC(=O)CSc1nc2cc(C(=O)OC)ccc2c(=O)n1-c1ccccc1	0.3%	-0.2	.	-2%	3%
11	Cc1ccccc1CNC(=O)c1cc2cccc3c2n1CC(C)S3 (configuration not stated)	4.5%	.	.	.	.
12	CCCC(O)c1nc2ccccc2n1Cc1ccccc1OC (configuration not stated)	4.9%	.	.	.	.

cpd	Nrf2 inh	TGFb SMAD3 inh	EPAC2 ag	A549 tox
1	11%	5%	6%	-1%
2	.	10%	0%	.
3	7%	?	0%	0%
4	?	?	16%	-13%
5	12%	17%	9%	1%
6	4%	-5%	2%	7%
7	-19%	-1%	8%	2%
8	-10%	4%	6%	-2%
9	.	?	8%	.
10	-20%	-2%	2%	-10%
11	17%	0%	.	13%
12	17%	?	.	19%

Further compounds:
cpd	molecule	Nrf2 ARE act	CCT chaperon mod	Akt phos inh	Mm-Cpn inhibitor	EPAC2 antag
13	Cc1cccc(C(=O)Nc2ccc(C(=O)/C=C/c3ccncc3)cc2)c1	-0.2%[9.22 µM]	1.7	i	-11%	6%
14	Cc1ccc(C)c(N2CCN(S(=O)(=O)c3ccc4c(c3)CC(C)N4C(=O)C3CC3)CC2)c1 (configuration not stated)	-0.3%	-0.2	i	1%	1%
15	CCOc1ccc2[nH]c(=O)c(CN(CCO)C(=O)c3ccccc3F)cc2c1	1.9%	-1.8	i	0%	-4%
16	CSc1nc2ccc3nc(NC(=O)c4ccccc4)sc3c2s1	4.3%	-1.3	i	-14%	-4%
17	CC/C=C(\NC(C)=O)c1ccccc1	-1.2%	0.5	i	0%	5%
18	CC(Sc1ccc(Cl)cc1)C(=O)NCc1ccc2c(c1)OCO2 (configuration not stated)	-0.4%	0.8	i	1%	-5%
19	CCC(C)(C)n1nnnc1CN(Cc1cc2cc(OC)ccc2[nH]c1=O)C1CCCC1	3.5%	-1.8	i	-2%	-2%
20	Cc1ccccc1CNC(=O)C(C)Sc1ccccc1 (configuration not stated)	0.6%	3.0	i	.	-4%
21	Cc1ccc(NC(=O)c2ccc(Cl)cc2Cl)c(C(=O)c2ccccc2)c1	4.0%	.	.	.	.
22	Clc1ccc(OCCN2CCOCC2)cc1Cl	-0.4%	1.1	i	1%	1%
23	CC(C)NC(=O)COc1coc(CN2CCN(c3ccccc3F)CC2)cc1=O	-0.3%	0.0	i	-1%	-2%
24	CCCCC1Cc2[nH]c(=S)[nH]c(=O)c2C(C(C)C)O1 (configuration not stated)	0.8%	-1.8	i	.	9%

cpd	Nrf2 inh	TGFb SMAD3 inh	EPAC2 ag	A549 tox
13	6%	11µM*	6%	1%
14	?	-1%	10%	-2%
15	-7%	3%	8%	-3%
16	?	-6%	3%	8%
17	8%	-25%	4%	1%
18	-6%	?	2%	1%
19	3%	-15%	0%	-4%
20	.	7%	-3%	.
21	?	?	.	1%
22	14%	-19%	-5%	6%
23	5%	1%	3%	1%
24	.	.	-4%	.

Next section
cpd	molecule	Nrf2 ARE act	CCT chaperon mod	Akt phos inh	Mm-Cpn inhibitor	EPAC2 antag
25	Cc1ccc(Cn2c(=O)n(CC3CCC(C(=O)N4CCC(C)CC4)CC3)c(=O)c3sccc32)cc1 (configuration not stated)	-0.6%	.	.	.	.
26	C/C(=N\NC(=O)c1ccccc1O)c1ccc(NC(=O)Cc2ccccc2)cc1	4.3%	-0.6	i	-1%	0%
27	CN(/N=C/c1ccncc1)c1cnn(-c2ccc(F)c(Cl)c2)c(=O)c1Cl	-0.1%	-2.5	.	0%	10%
28	Cn1c(CC(=O)NNC(=O)c2ccc(F)cc2F)nc2ccccc21	-0.1%	-2.3	i	1%	-4%
29	O=C(Nc1ccccc1)O[C@@H]1C[C@H]2CCCC(=O)N3CC[C@@H](C1)[C@@H]23	-0.6%	-1.7	i	.	-5%
30	Cc1ccc(C(=O)Nc2ccc(C)c(S(=O)(=O)N3CCOCC3)c2)c(C)c1	-0.1%	2.9	i	2%	9%
31	CCOc1ccccc1NC(=O)Nc1ccc2c(c1)CCC2	4.1%	3.1	i	6%	-3%
32	Cc1cc(/C=N/NC(=O)CC2(C)OCCO2)c(C)n1-c1ccc(Cl)c(Cl)c1	2.4%	-2.2	i	1%	1%
33	COc1ccc(Nc2c(-c3cccc(O)c3)nc3cnccn23)cc1	3.5%	.	.	.	.
34	CC(/C=C/c1ccco1)=N/NC(=O)c1ccccc1Cl	?	0.7	i	-10%	19%
35	Cc1ccc(NC(=O)CC(C)S(=O)(=O)c2ccc3c(c2)NC(=O)CO3)cc1Cl (configuration not stated)	0.2%	.	.	.	.
36	COc1cccc(C2CCCCN(C)C2=O)c1 (configuration not stated)	-0.9%	-1.8	i	0%	-2%

cpd	Nrf2 inh	TGFb SMAD3 inh	EPAC2 ag	A549 tox
25	-17%	-25%	.	-2%
26	?	-17%	-4%	-12%
27	-14%	-11%	0%	-12%
28	?	-11%	1%	-6%
29	-7%	29%&-10%	0%	5%
30	-13%	4%	9%	10%
31	-16%	-12%	13%	0%
32	.	-77%	-3%	0%
33	-10%[9.27 µM]	6.3µM*	.	1%
34	?	-19%	0%	-1%
35	-5%	-22%	.	-12%
36	?	0%	5%	2%

Structures listed so far printed as active in TGFb SMAD3 inh:
| # | mol | Nrf2 ARE act | CCT chaperon mod | Akt phos inh | Mm-Cpn inhibitor | EPAC2 antag | TGFb SMAD3 inh | EPAC2 ag |
| --- | --- | --- | --- | --- | --- | --- | --- | --- |
| 13 | Cc1cccc(C(=O)Nc2ccc(C(=O)/C=C/c3ccncc3)cc2)c1 | -0.2%[9.22 µM] | 1.7 | i | -11% | 6% | 11µM* | 6% |
| 33 | COc1ccc(Nc2c(-c3cccc(O)c3)nc3cnccn23)cc1 | 3.5% | . | . | . | . | 6.3µM* | . |

Following part
cpd	molecule	Nrf2 ARE act	CCT chaperon mod	Akt phos inh	Mm-Cpn inhibitor	EPAC2 antag
37	CC(C)CC(=O)N=C1SC2CS(=O)(=O)CC2N1Cc1ccccc1Cl (configuration not stated)	0.0%	0.0	i	-1%	1%
38	CC(C)c1ccc(NC(=O)COC(=O)CC2CCCC2)cc1	-0.1%	0.3	i	-1%	-15%
39	Fc1ccc(-c2csc(-c3ccncc3)n2)cc1	12%	-1.5	i	3%	-6%
40	N#Cc1ccc(N/N=C/c2cn(-c3ccccc3)nc2-c2ccccc2)c([N+](=O)[O-])c1	0.0%[9.22 µM]	-1.8	i	?	11%
41	COc1c(F)c(F)c(C(=O)O)c(Nc2ccccc2C)c1F	-0.6%	-0.5	.	0%	0%
42	COC(=O)c1sc(SC)c(-c2ccon2)c1C	0.1%	-2.8	i	-3%	-13%

cpd	Nrf2 inh	TGFb SMAD3 inh	EPAC2 ag	A549 tox
37	-14%	-14%	3%	-7%
38	-5%	0%	-6%	0%
39	?	2%	4%	7%
40	8%	3%	-4%	0%
41	.	-2%	0%	-1%
42	-16%	10%	11%	3%

Looked up by structure from the entries so far, 5 records:
cpd	molecule	Nrf2 ARE act	CCT chaperon mod	Akt phos inh	Mm-Cpn inhibitor	EPAC2 antag
29	O=C(Nc1ccccc1)O[C@@H]1C[C@H]2CCCC(=O)N3CC[C@@H](C1)[C@@H]23	-0.6%	-1.7	i	.	-5%
34	CC(/C=C/c1ccco1)=N/NC(=O)c1ccccc1Cl	?	0.7	i	-10%	19%
28	Cn1c(CC(=O)NNC(=O)c2ccc(F)cc2F)nc2ccccc21	-0.1%	-2.3	i	1%	-4%
6	Cc1cc(C)nc(Nc2n[nH]c(COc3cccc4ccccc34)n2)n1	0.9%	-2.1	i	-2%	4%
20	Cc1ccccc1CNC(=O)C(C)Sc1ccccc1 (configuration not stated)	0.6%	3.0	i	.	-4%

cpd	Nrf2 inh	TGFb SMAD3 inh	EPAC2 ag	A549 tox
29	-7%	29%&-10%	0%	5%
34	?	-19%	0%	-1%
28	?	-11%	1%	-6%
6	4%	-5%	2%	7%
20	.	7%	-3%	.

This is a subset; count on the stated rates, not on these rows.
